Bioassay records deposited in PubChem BioAssay by National Center for Advancing Translational Sciences (NCATS).
Mm-Cpn inhibitor – blocks the Methanococcus maripaludis chaperonin Mm-Cpn; purified Mm-Cpn ATPase, ADP Transcreener TR-FRET; Potency, µM (highest dose often 76.9 µM), inactives show at the highest dose activity, negative = inhibition, actives largely listed as inhibitors; hit rate 0.031% among 330,000; note: potency is the fitted concentration of half-maximal effect; % is set by controls: 0 for no effect and ±100 for the full control effect; nearly all actives have a fitted effect of over 80% in size
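ATPase turnover read by TR-FRET ADP competition (Eu cryptate antibody/ADP-d2, 665/590 nm): 10uM ATP final, 25nM Mm-CPN final, 30 min 37degC after 10-min compound preincubation, pH 7.4 Tris/KCl/MgCl2/DTT buffer.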
pAkt inh – Akt phosphorylation inhibition; hit rate 0.32% among 360,000; activity change, % for hits at 50 µM; Neuro2A IGF-stimulated pAkt S473 HTRF, 20 min; hits give low values; in the data active = activity change below about -80%; inconclusive = mostly about -51% to -80%; note: % is set by controls: 0 for no effect and ±100 for the full control effect
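Neuro2A cells (4,500/well, DMEM with 0.5% FBS) were treated with compound at a single 50 µM final concentration, stimulated with 6 nM IGF for 20 min at 37 °C, and lysed. Phospho-Akt Ser473 was read by HTRF as 665/615 ratio ×10^4.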
TGFb SMAD3 inh – blocks TGF-b signaling; Potency, µM (top dose mostly 46.1 µM), for inactives: at the highest dose activity, negative = inhibition, usual class: inhibitors; HepG2 CAGA-GFP TGF-b/SMAD3 reporter, GFP fluorescence, 18 h; TGF-beta stimulated, 500 pg/mL final; hit rate 1.2% among 410,000; note: potency is the fitted concentration of half-maximal effect; % is set by controls: 0 for no effect and ±100 for the full control effect; nearly all actives have a fitted effect of over 65% in size
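TGF-beta reporter screen: HEPG2 CAGA-GFP, 1% FBS, 500 pg/mL TGF-beta final, 18 h; per-cell GFP summed per well; curves fitted and categorized by class.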
A549 tox – kills or reduces viability of A549 cells in Nrf2 counter-screen; AID 504648; Potency, µM (titrated, usually from 46 µM), without a hit: at the top dose activity change, negative = cytotoxicity, most hits filed as inhibitors; hit rate 0.16% among 390,000; A549 ARE-Fluc cells, CellTiter-Fluor viability, 18-24 h; note: potency is the fitted concentration of half-maximal effect; % is set by controls: 0 for no effect and ±100 for the full control effect
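A549 ARE-Fluc cells in 5% FBS OPTI-MEM, 5000 cells/well, rested 2 h then exposed to compounds in concentration-response for 18-24 h at 37 °C. Viability by CellTiter-Fluor fluorescence (Ex 405/Em 525) after 30 min; luciferase luminescence (BugLite, 15 min, RT) read afterwards.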
HepG2 viability – HepG2 cytotoxicity, counter-screen for TGF-b inhibitors. AID 588856. hit rate 0.76% among 410,000. HepG2 CAGA-GFP viability, ATP luminescence, 18 h. Potency, µM (series often up to 46.1 µM), without a hit: at the highest dose activity change, negative = cytotoxicity, hits mostly cytotoxic; note: potency is the fitted concentration of half-maximal effect; some results filed as inactive show a strong effect at the top dose
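CellTiter-Glo luminescence gave cytotoxicity after 18 hours at 37 degrees C. The cells were HepG2 CAGA-GFP in 1% FBS DMEM, stimulated with 500 pg/mL TGF-beta after compound addition. %Activity was normalised to no-cell wells (complete cell-killing) and DMSO (no toxicity), and curves were fitted and classified.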
CCT chaperon mod – cytosolic chaperonin activity modulation; purified chaperonin ATPase assay, HTRF ADP detection, 30 min; activity change, % (no concentration beside the values), hits read low; AID 651819; hit rate 0.3% among 360,000; in the data active = activity change below about -30%; note: % is set by controls: 0 for no effect and ±100 for the full control effect
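TRiC at 40 or 20 nM final (batch-dependent) in 30 mM Tris pH 7.4, 100 mM KCl, 5 mM MgCl2, 1 mM DTT, with compound at single 76 uM and 10 uM ATP, 30 min at 37 deg C. ADP detected by HTRF Transcreener, 665/615 ratio.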
Nrf2 activator – activates Nrf2 signaling; AREc32 ARE-luciferase reporter (MCF7-derived line), luminescence, 24 h; Potency, µM (doses to about 46.1 µM), for inactives: at the highest dose activation, usual class: activators; hit rate 0.31% among 410,000; AID 624171; note: potency is the fitted concentration of half-maximal effect; % of control where 0% means no effect; nearly all actives have a fitted effect of over 65% in size
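Nrf2 activation is followed as ARE-luciferase induction in the AREc32 line after one day of compound treatment; luminescence is read with Steady-Glo.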
Abeta yeast res – compounds reversing amyloid beta toxicity in yeast; yeast expressing A-beta42, growth rescue, OD600, 48 h; response scale: 0% DMSO, 100% iron-clioquinol control; Potency, µM (series often up to 46.1 µM), inactives show top-dose growth rescue, hits mostly activators; hit rate 0.063% among 410,000; note: potency is the fitted concentration of half-maximal effect; nearly all actives have a fitted effect of over 55% in size
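Growth rescue measured by 600 nm absorbance after 48 h yeast culture at 30 C with compound. Values normalized between DMSO and an equimolar ferric chloride plus clioquinol control.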
Nrf2 inh – inhibitors of Nrf2 signaling; A549 ARE-Fluc reporter, luciferase luminescence, 18-24 h; Potency, µM (series often up to 46 µM), without a hit: at the top dose activity change, negative = inhibition, hits mostly inhibitors; hit rate 2.1% among 360,000; AID 504444; note: potency is the fitted concentration of half-maximal effect; % is set by controls: 0 for no effect and ±100 for the full control effect; nearly all actives have a fitted effect of over 60% in size
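A549 ARE_Fluc cells (5000/well, 5% FBS OPTI-MEM) pre-incubated 2 h, then treated with compounds 18-24 h at 37C/5% CO2 in concentration-response. CellTiter-Fluor viability read first; BugLite luciferase luminescence after 15 min at room temperature gives Nrf2 activity.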
* marks the source's active call; other numbers are inactive results; i = inactive; ? = inconclusive; / = not tested or not shown; & = joins results of further samples; [ ] = dose if it differs, or a comment. Unless noted, calls come from the whole dose curve; as a rule, active = well fitted curve in the direction sought with a large enough effect; inconclusive = small, poorly fitted or top-dose-only effect, or another doubt; inactive = no such curve, though single readings can be large; an effect the other way counts as inactive or inconclusive.

(1) CCOC(=O)Cc1csc(NC(=O)c2ccc(S(=O)(=O)N3CCOCC3)cc2)n1
(2) COc1ccc2c(c1)c(C(O)CN1CCN(Cc3ccc4c(c3)OCO4)CC1)c(C)n2C (stereo not given)
(3) c1cnc(NCCNc2ncccn2)nc1
(4) COc1cccc(NC(=O)N(C)C[C@H]2OCc3cnnn3CCCC(=O)N([C@H](C)CO)C[C@@H]2C)c1
(5) COC(=O)c1cccc(NC(=O)c2cc3sccc3n2C)c1
(6) CN1CCN(S(=O)(=O)c2ccc(N3CCN(S(=O)(=O)/C=C/c4ccccc4)CC3)nc2)CC1
(7) O=C(Nc1nnc(SCC(=O)N2CCCc3ccccc32)s1)c1cccc2ccccc12
(8) CCc1ccccc1Nc1nc(N)nc(CSCC(=O)c2cc(C)n(C)c2C)n1
(9) COc1ccc(Cl)cc1NC(=O)c1cc(S(=O)(=O)N2CCc3ccccc32)cn1C
(10) Cc1ccc(NC(=O)CN(c2ccccc2)S(=O)(=O)N(C)C)cc1C

assay / entry | 1 | 2 | 3 | 4 | 5 | 6 | 7 | 8 | 9 | 10
Mm-Cpn inhibitor | 2% | 2% | 1% | / | -17% | 0% | ? | -5% | / | -3%
pAkt inh | i | i | i | i | i | i | i | i | / | i
TGFb SMAD3 inh | -9% | ? | -3% | 3% | -1% | 0% | 0% | -5% | -29% | -31%
A549 tox | 3% | -3% | -14% | / | 8% | -13% | 6% | -1% | 0% | 5%
HepG2 viability | -5% | -41% | -3% | 4% | -7% | -60% | 25% | -42% | -21% | -12%
CCT chaperon mod | -4.9 | -4.2 | -7.7 | 1.6 | -5.1 | -3.3 | 1.9 | -2.0 | / | -1.4
Nrf2 activator | 0.1% | 27% | 0.3% | -0.1% | 2.7% | 5.5% | -0.8% | 0.2% | -0.1% | 0.4%
Abeta yeast res | 2% | -2% | 2% | -8% | 3% | 10% | 9% | -1% | -8% | 5%
Nrf2 inh | ? | ? | 19% | / | ? | ? | 10% | ? | ? | /

Random excerpt: 3 compounds from above.
(9) COc1ccc(Cl)cc1NC(=O)c1cc(S(=O)(=O)N2CCc3ccccc32)cn1C
(3) c1cnc(NCCNc2ncccn2)nc1
(5) COC(=O)c1cccc(NC(=O)c2cc3sccc3n2C)c1

assay / entry | 9 | 3 | 5
Mm-Cpn inhibitor | / | 1% | -17%
pAkt inh | / | i | i
TGFb SMAD3 inh | -29% | -3% | -1%
A549 tox | 0% | -14% | 8%
HepG2 viability | -21% | -3% | -7%
CCT chaperon mod | / | -7.7 | -5.1
Nrf2 activator | -0.1% | 0.3% | 2.7%
Abeta yeast res | -8% | 2% | 3%
Nrf2 inh | ? | 19% | ?

Going on with the list.
(11) COc1ccccc1C(=O)Nc1c[nH]c(=O)[nH]c1=O
(12) CCCCOc1ccc(C(=O)C(CN2CCOCC2)c2ccccc2)cc1 (stereo not given)
(13) O=C(Nc1ccc(Br)cc1)C1CCN(c2ncccn2)CC1
(14) Cn1c(COc2ccc3ccccc3c2)nnc1SCC(=O)OC1CCCCC1
(15) CC(C)(C)C1CCC2(CC1)NC(CO)(CO)CO2 (stereo not given)
(16) CCc1nc2ccc(C(=O)NCc3ccccc3OC)cn2c1N(C=O)CCC(C)C
(17) O=C(CCNC(=O)c1ccccc1)NCc1ccccc1F
(18) CC(OC(=O)CN1C(=O)C2CC=CCC2C1=O)C(=O)Nc1ccc(F)cc1Cl (stereo not given)
(19) O=c1onc(-c2c(F)cccc2F)n1-c1ccccc1Cl
(20) CSc1nc(C)cc(C)c1S(=O)(=O)c1ccccc1C

assay / entry | 11 | 12 | 13 | 14 | 15 | 16 | 17 | 18 | 19 | 20
Mm-Cpn inhibitor | 0% | 1% | / | 2% | -5% | / | 2% | 0% | 1% | -1%
pAkt inh | i | i | / | / | i | i | i | i | i | i
TGFb SMAD3 inh | 11% | ? | 1% | -49% | 0% | 11% | -17% | -5% | 0% | -1%
A549 tox | -7% | -24% | 0% | 2% | 4% | / | 11% | 18% | 1% | -7%
HepG2 viability | -8% | -105% | 6% | 5% | 0% | 3% | -24% | -15% | 5% | -4%
CCT chaperon mod | -0.3 | -1.0 | / | -0.4 | -2.9 | -0.7 | -2.8 | 1.8 | 0.1 | -1.5
Nrf2 activator | 0.1% | ? | 0.3% | 4.9% | 0.0% | 3.4% | ? | 0.2% | -0.1% | 2.1%
Abeta yeast res | -19% | -5% | -1% | 17% | 28% | 4% | 1% | 11% | 15% | ?
Nrf2 inh | -11% | ? | -9% | -18% | 10% | / | 10% | 4% | -2% | -5%

An excerpt from above, showing only Mm-Cpn inhibitor, HepG2 viability and A549 tox:
No.	Compound	Mm-Cpn inhibitor	HepG2 viability	A549 tox
17	O=C(CCNC(=O)c1ccccc1)NCc1ccccc1F	2%	-24%	11%
18	CC(OC(=O)CN1C(=O)C2CC=CCC2C1=O)C(=O)Nc1ccc(F)cc1Cl (stereo not given)	0%	-15%	18%
19	O=c1onc(-c2c(F)cccc2F)n1-c1ccccc1Cl	1%	5%	1%
20	CSc1nc(C)cc(C)c1S(=O)(=O)c1ccccc1C	-1%	-4%	-7%

(list continues)
(21) COC(=O)c1nn(-c2cccc(C)c2)c2nnc(Cc3ccc(C)cc3)c(=O)n12
(22) COc1ccc(-c2noc(CCC(=O)NCCN3CCN(c4ccccc4F)CC3)n2)cc1
(23) COc1cccc(NC(=O)NC2CCN(CC(=O)Nc3ccccc3[N+](=O)[O-])CC2)c1
(24) CC(C)c1ccc(NC(=O)Cn2cc(S(=O)(=O)N3CCN(c4ccccc4F)CC3)c3ccccc3c2=O)cc1
(25) CC(C)NC(=O)c1ccccc1NC(=O)CCc1ccccc1
(26) O=C1c2ccccc2C(O)N1Cc1ccc2c(c1)OCO2 (stereo not given)
(27) COc1cc(NC(=O)C2CCC(CNc3c(N4CCC(C)CC4)c(=O)c3=O)CC2)cc(OC)c1 (stereo not given)
(28) COc1cccc(-c2cccc(NC(=O)C3CCN(CCCn4cccn4)CC3)c2)c1
(29) CCc1ccc(NC(=O)c2cc(CC(C)C)on2)cc1
(30) CCN1C(=O)c2ccccc2S(=O)c2ccc(C(=O)NCc3ccccn3)cc21 (stereo not given)

assay / entry | 21 | 22 | 23 | 24 | 25 | 26 | 27 | 28 | 29 | 30
Mm-Cpn inhibitor | 0% | 0% | 3% | / | -1% | -1% | -1% | / | -1% | -4%
pAkt inh | i | i | i | / | i | i | i | i | i | i
TGFb SMAD3 inh | -10% | 0% | 14% | -11% | -7% | 6% | -20%&-23% | 9% | 2% | -17%
A549 tox | 1% | -2% | 3% | -2% | 1% | 6% | -5%&-3% | / | -1% | 3%
HepG2 viability | -3% | -8% | -12% | 1% | -4% | -16% | 0%&-26% | 2% | 0% | -42%
CCT chaperon mod | 0.0 | -0.3 | 1.3 | / | -1.7 | 1.0 | 1.8&0.3 | 0.7 | -2.7 | 0.4
Nrf2 activator | 0.3% | 2.8% | 8.0% | -0.6% | 0.4% | -0.2% | 6.1%&6.3% | 0.0% | 0.9% | -0.5%
Abeta yeast res | -26% | 19% | 10% | -9% | -17% | 3% | 0%&0% | -11% | 10% | 6%
Nrf2 inh | 4% | / | -26% | 2% | 9% | 3% | -20%&-13% | / | ? | -1%

(31) COc1ccc(C(=O)NCC(c2cccnc2)N2CCc3ccccc32)cc1 (stereo not given)
(32) C=C(C)Cn1c(C2CC(=O)N(c3ccccc3F)C2)nc2ccccc21 (stereo not given)
(33) CC(C)(C)C1C=C(Sc2ccccc2)C(=O)O1 (stereo not given)
(34) O=C(NNC(=O)c1sccc1-n1cccc1)c1ccccc1
(35) COc1ccc(C)cc1N(C)C(=O)c1c2c(nc3ccccc13)C(=O)N(C1CCCCC1)C2
(36) CCC(O)(CC)C(=O)N=Nc1c(O)[nH]c2ccccc12
(37) Cn1c(C(F)(F)F)nc2c(=O)oc3ccccc3c21
(38) S=C(NCc1ccco1)NCc1ccccc1Cl
(39) Cc1nc2sc(C(c3ccco3)N3CCN(c4ccccc4F)CC3)c(O)n2n1 (stereo not given)
(40) COc1ccc(C2C([N+](=O)[O-])=C(C)N(C)C(=O)N2C)cc1OC (stereo not given)

assay / entry | 31 | 32 | 33 | 34 | 35 | 36 | 37 | 38 | 39 | 40
Mm-Cpn inhibitor | / | 0% | 3% | 0% | / | -3% | -5% | 0% | -1% | 1%
pAkt inh | / | i | i | i | / | i | i | i | i | i
TGFb SMAD3 inh | ? | -2% | -27% | 1% | 55%[activator] | 0% | 1% | -19% | 0% | -6%
A549 tox | -3% | 4% | -10% | 1% | -8% | 1% | 2% | -2% | 2% | -4%
HepG2 viability | -16% | 0% | -27% | 0% | -20% | 0% | 5% | -1% | 2% | -10%
CCT chaperon mod | / | -2.8 | 1.4 | -4.3 | / | -1.8 | 0.9 | 1.4 | -3.9 | 1.7
Nrf2 activator | 2.8% | -0.1% | 23% | 3.5% | 7.0% | -0.7% | 0.3% | 2.6% | -0.5% | 1.1%
Abeta yeast res | -4% | 12% | -16% | 6% | -4% | -1% | 7% | 13% | 8% | -3%
Nrf2 inh | -13% | -13% | ? | 6% | ? | 0% | 4% | -12% | -22% | -8%
